Compound activity from PubChem BioAssay.
Pf apPOL block: Pf-apPOL DNA polymerase inhibition; AID 1794808; Recombinant Pf-apPOL, molecular beacon fluorescence, 1.5 h; inhibition, % at 10 µM; 210,000 tested, 0.25% active
mHTT-CaM PPI inh: inhibitors of human mutant huntingtin-calmodulin interaction | P42858 | AlphaScreen His-mHTT/GST-CaM binding, luminescence | AID 1671202 | inhibition, % at 15 µM | 190,000 tested, 3.6% active;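 note: 0% = both proteins with DMSO and 100% = one protein alone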
Active calls of the source: *; . = not tested or not shown; & = joins results of further samples. Cut-off read from the data, not from the text of the source: active = inhibition above about 50%; inactive = the rest. Not all compounds are listed; the hit share may differ from the screen's.

SMILES | Pf apPOL block | mHTT-CaM PPI inh
O=[N+]([O-])c1cccc(-c2ccc(CN3CCOCC3)o2)c1 | -2 | 7
Cc1cccc(CCNC(=O)c2cc3n(n2)CCCN(Cc2ccccc2)C3=O)c1 | -2 | 1
Clc1ccc(-c2nnc(NC3=NCCC3)o2)cc1 | -4 | -2&-2
O=C(CNS(=O)(=O)c1ccc(Br)s1)NC1CCCC1 | -3 | -4
O=C1NC(=O)/C(=C\c2ccccc2C(F)(F)F)S1 | -7 | 3
O=C(Nc1ccc([N+](=O)[O-])cn1)c1cc(Cl)ccc1Cl | 2 | -3
COc1ccc(-c2noc(C3CCN(CC(=O)Nc4c(C)cccc4Cl)CC3)n2)cc1 | -4 | -2
Oc1c(Cl)cc(Br)cc1C=Nc1ccc2ncccc2c1 | 0 | 82*
COc1cccc(/C=C2/CC/C(=C\c3cccc(OC)c3OC)C2=O)c1OC | -6 | 36
Cc1nccn1-c1c2c(c(C#N)c3nc4ccccc4n13)CCCC2 | 0 | 1
Cc1ccc(C(=O)Nc2ccc3c(N4CCCCC4)ncnc3c2)c(C)c1 | -2 | 23
Cn1nc(-c2nc(Cc3ccccc3)no2)c2c1CCN(C(=O)Cc1ccccc1)C2 | -4 | -2
COCCc1noc(COC2CCN(C(=O)C3CCCO3)CC2)n1 (configuration not stated) | -6 | -5
O=C(c1ccc(S(=O)(=O)c2ccc(F)cc2)c([N+](=O)[O-])c1)N1CCN(c2ccccn2)CC1 | -1 | 29
C1CCCN(C2CCN(C3CC4CCC3C4)CC2)CC1 (configuration not stated) | -7 | 81*
O=C(Nc1cccc(F)c1)c1cc(S(=O)(=O)NCCc2ccccc2)ccc1F | -4 | 6
CCOC(=O)c1ccc(S(=O)(=O)NCCCn2nc(-c3ccncc3)ccc2=O)cc1 | -6 | -8
O=S(=O)(O)c1cccc2cccnc12 | -1 | 0
CC(=O)c1ccc(S(=O)(=O)N2CCC(c3noc(-c4cccc(F)c4)n3)CC2)cc1 | -8 | -1
Cc1ccc(N=Cc2cc(Br)cc(Cl)c2O)c(O)c1 | 1 | 38
COCCCNC(=O)C1CCN(c2nc3ccccc3o2)CC1 | -27 | -8
CC(=O)Nc1ccc(S(=O)(=O)N2CCC3(CC2)NCCN=C3NC2CCCCC2)cc1 | 2 | -5
COc1ccc(-c2csc(/C(C#N)=C/c3cccc(F)c3)n2)cc1 | -8 | -86
C=CCc1nc2c(c(=O)n1Cc1ccccc1)C(C)(C)Cc1ccccc1-2 | -1 | -16
Cc1onc(-c2c(Cl)cccc2Cl)c1C(=O)OC1=CC(=O)CC(C)(C)C1 | -9 | .

Compounds from the list above with a nitro group on carbon (3):
SMILES | Pf apPOL block | mHTT-CaM PPI inh
O=[N+]([O-])c1cccc(-c2ccc(CN3CCOCC3)o2)c1 | -2 | 7
O=C(Nc1ccc([N+](=O)[O-])cn1)c1cc(Cl)ccc1Cl | 2 | -3
O=C(c1ccc(S(=O)(=O)c2ccc(F)cc2)c([N+](=O)[O-])c1)N1CCN(c2ccccn2)CC1 | -1 | 29

An excerpt of these results, tab-delimited.
Structure	Pf apPOL block	mHTT-CaM PPI inh
Clc1ccc(-c2nnc(NC3=NCCC3)o2)cc1	-4	-2&-2
O=C1NC(=O)/C(=C\c2ccccc2C(F)(F)F)S1	-7	3
O=C(c1ccc(S(=O)(=O)c2ccc(F)cc2)c([N+](=O)[O-])c1)N1CCN(c2ccccn2)CC1	-1	29
Cc1cccc(CCNC(=O)c2cc3n(n2)CCCN(Cc2ccccc2)C3=O)c1	-2	1
Cc1onc(-c2c(Cl)cccc2Cl)c1C(=O)OC1=CC(=O)CC(C)(C)C1	-9	.
O=C(Nc1cccc(F)c1)c1cc(S(=O)(=O)NCCc2ccccc2)ccc1F	-4	6
C1CCCN(C2CCN(C3CC4CCC3C4)CC2)CC1 (configuration not stated)	-7	81*

Continued.
SMILES | Pf apPOL block | mHTT-CaM PPI inh
C#CCNC(=O)C1COC2(CCC(C)CC2)N1C(=O)c1ccccc1F (configuration not stated) | 9 | 8
Cc1cccc(NC(=O)N2CCCC2c2cc(C(C)C)on2)c1C (configuration not stated) | -6 | 0
CCOc1ccc(N(CC(=O)NCc2cccnc2)S(C)(=O)=O)cc1 | -6 | 4
CC(C)CN1C(=O)CCc2cc(NC(=O)C34CC5CC(CC(C5)C3)C4)ccc21 | 2 | 9
CN(C)[C@@H]1C(=O)C(C(N)=O)=C(O)[C@@]2(O)C(=O)C3=C(O)c4c(O)ccc(Cl)c4[C@@H](O)[C@H]3C[C@@H]12 | 5 | .
CCN1C(=O)C(O)(CC(=O)c2ccccc2OC)c2ccccc21 (configuration not stated) | 1 | 0
O=C(O)c1cccc(NC(=O)c2cccc(S(=O)(=O)Nc3ccc(Cl)cc3)c2)c1 | -10 | 4
CN(C)CC#Cc1ccc(-c2ccn[nH]2)s1 | 2 | .
COc1ccc2c(CC#N)c[nH]c2c1 | -1 | -1
COCCC(=O)NC1CCc2[nH]c3c(C)cc(C)cc3c2C1 (configuration not stated) | 2 | 1
Cc1cccc(NC(=O)c2cc(S(=O)(=O)NCCc3ccccc3)ccc2F)c1C | 0 | 3
CCOc1cccc(C2CC(c3ccccc3)=NC3(CCN(C)CC3)N2)c1O (configuration not stated) | 1 | 9
CCc1ccc(C(O)CN2CCN(c3ccccc3OC)CC2)cc1 (configuration not stated) | -4 | -1
CCC1(CC)C(=O)N(C)C(=O)NC1=NCc1ccc(OC)cc1 | 2 | 1
COc1ccc(C2NC(c3ccc(OC)cc3OC)C(C)C(=O)C2C)c(OC)c1 (configuration not stated) | -18 | 2
COc1ccc(CCNC(=O)Cn2nc([N+](=O)[O-])c(Br)c2C)cc1OC | -8 | -1
O=C(O)c1cc2nc(-c3ccccc3)cc(-c3ccccc3)n2n1 | 2 | 21
CCN(CC)CCSc1nnc(Nc2ccccc2)n1-c1ccccc1 | -6 | -6
O=C(c1c(F)cccc1F)N1CCN=C1SCc1c(F)cccc1Cl | -2 | -22
Cc1cccc(N2C(=O)c3cccnc3C2CC(=O)N2CCOCC2)c1 (configuration not stated) | -1 | -2
Cc1ccc2nc3c(C(=O)NC4CC4)cccn3c(=O)c2c1 | -2 | -6
CC(=NOCc1ccc(Br)cc1)c1ccc(F)c(F)c1 | -6 | .
O=C(CCC(=O)c1ccccc1)c1ccccc1 | 6 | -14
O=C(c1cc2nc(-c3cccs3)cc(C(F)(F)F)n2n1)N1CCCCCC1 | -2 | -28
Cc1ncc2c(n1)CCN(S(=O)(=O)c1cccc(F)c1)C2 | -1 | -3

Carrying on:
SMILES | Pf apPOL block | mHTT-CaM PPI inh
CCCC(=O)N1CCC(CCOc2cccc(F)c2)CC1 | -8 | 3
O=C1C(Nc2cccc(O)c2)=C(n2nnc3ccccc32)C(=O)c2ccccc21 | -2 | 21
COc1ccc(N2CCN(Cc3ccccc3)C(C)C2=O)c(OC)c1 (configuration not stated) | -3 | 5
COc1cc(C2CC(=O)Nc3c2c(C)nn3-c2nc3ccccc3s2)cc(OC)c1O (configuration not stated) | 1 | 8
COc1ccc(NC(C)=O)c(NC(=S)Nc2ccccc2Cl)c1 | -1 | .
CCCCN(C)C(=O)C1CCCN(c2ncc(-c3ccc(F)cc3)cn2)C1 (configuration not stated) | -4 | -8
Cc1cc2c(c(=O)o1)C(c1ccc(Br)cc1)C(C#N)=C(N)O2 (configuration not stated) | -2 | -3
CCOC(=O)C1CCN(C(=O)C2c3ccccc3CC(=O)N2Cc2ccccc2)CC1 (configuration not stated) | -4 | 0
COc1ccc(NC(=O)Cn2cnc3c(sc4ncccc43)c2=O)cc1Cl | 3 | -7
COc1ccc(C2SCCN2S(=O)(=O)c2ccccc2)cc1 (configuration not stated) | -6 | -19
COC(=O)c1cc(OC)c(OC)cc1NC(=O)C1Cc2ccc(Cl)cc2C(=O)O1 (configuration not stated) | 1 | -7
O=c1/c(=C/c2cccnc2)sc2n1CN(c1ccc3c(c1)OCO3)CN=2 | -5 | 3
COc1ccc(Br)cc1C=C1Oc2cc(OC(C)=O)ccc2C1=O | -2 | 9
NS(=O)(=O)c1ccc(C(F)(F)F)cc1Cl | -1 | .
O=C1C(c2ccc(F)cc2)N(C2CCCC2)C(=O)CN1C1CCCCC1 (configuration not stated) | -6 | 0
CC(=O)c1cccc(Nc2nc(-c3ccccn3)cs2)c1 | -11 | 86*
Cc1c(C)n(CC(O)CN2CCCCC2)c2ccccc12 (configuration not stated) | -6&-1 | 9&6
CS(=O)(=O)N(Cc1ccccc1)c1ccc(C(=O)N2CCCCC2)cc1 | -10 | 1
CSc1ccc(N2CC(c3nnc(NC(=O)Cc4cccs4)o3)CC2=O)cc1 (configuration not stated) | -3 | 14
O=C1C(=Cc2ccncc2)Oc2c1ccc(O)c2CN1CCCCCC1 | -2 | 9
N#Cc1ccc(C(=O)NC2CC(O)C(CO)C2)cc1 (configuration not stated) | 1 | 2
O=C(c1ccco1)N1CCCC(OCc2nc(-c3ccncc3)no2)C1 (configuration not stated) | -2 | -6
Cc1ccc(NC(=O)Nc2cccn3nc(C)nc23)cc1 | 0 | 1
O=C(c1ccccc1F)N1CCN(c2ccc([N+](=O)[O-])c3ncccc23)CC1 | 1 | 17
CCc1nnc(NS(=O)(=O)c2ccc(NC(=O)c3cc(Cl)ccc3Cl)cc2)s1 | -6 | 8

Record cards, as listed above:
Results for CS(=O)(=O)N(Cc1ccccc1)c1ccc(C(=O)N2CCCCC2)cc1 = Pf apPOL block: -10; mHTT-CaM PPI inh: 1
Results for CC(=O)c1ccc(S(=O)(=O)N2CCC(c3noc(-c4cccc(F)c4)n3)CC2)cc1 = Pf apPOL block: -8; mHTT-CaM PPI inh: -1

The list continues.
SMILES | Pf apPOL block | mHTT-CaM PPI inh
COc1ccc(Cl)cc1NC(=O)c1cccc(Cl)c1Cl | -7 | -8
Cc1oc(N)c(S(=O)(=O)C(C#N)=Cc2cc(Cl)cc(Cl)c2)c1C | -6&3 | .
Cc1cc(C2C(C#N)=C(N)N(c3ccc(Cl)cc3)C3=C2C(=O)CCC3)c(C)s1 (configuration not stated) | -5 | 16
O=c1c2cc(F)ccc2ncn1C1CCN(S(=O)(=O)c2ccccc2F)CC1 | -1 | -10
CC(C)Oc1ccc(C(=O)NCc2cc(-c3ccccc3)on2)cc1 | -1 | -4
CCOc1ccc2nc(SC3CC(=O)N(c4cccc(OC)c4)C3=O)sc2c1 (configuration not stated) | -10 | 0
CC(C)OCCCNC(=O)C1CCC(=O)N1Cc1ccccc1Cl (configuration not stated) | -13 | -4
CCOc1ccc(-c2nnc(-c3ccco3)o2)cc1 | -2 | -3
CCN(CC)CCN1C(=O)C2C3c4ccccc4C(c4ccccc43)C2C1=O (configuration not stated) | 2 | -4
O=C(Nc1nc(-c2ccc(Cl)cc2)cs1)c1cccs1 | -9 | 1
O=C(c1ccc2nc[nH]c2c1)N1CCc2c(nc3cc(-c4ccccc4Cl)[nH]n3c2=O)C1 | -2 | 46
COc1ccc(C2CC(=O)N(CCCN(C)CCc3ccc(OC)c(OC)c3)C2)cc1 (configuration not stated) | -5 | -3
Cc1ccc(C(=O)NCc2ccc3c(c2)nnn3C)c(C)c1 | 3 | -11
CCN1CCn2cc(C(=O)N3CCN(c4ccccn4)CC3)nc2C1 | -4 | 9
O=C(Cc1ccccc1)N1CCN(C(=O)c2ccc(-c3ccccc3)cc2)CC1 | -8 | 25
O=C(Nc1ccc(C(F)(F)F)cc1)c1cn2c(n1)CCCC2 | -17 | 6
Cc1ccc(/C=C2/N=C(c3ccccc3)OC2=O)cc1[N+](=O)[O-] | 9 | 16
Cc1ccc(C(=O)NCCC2CCN(C(=O)NC3CCCCC3)CC2)cc1 | 0 | -2
CC(C)NC(=O)C1C2C=CC3(CN(Cc4ccccc4Cl)C(=O)C13)O2 (configuration not stated) | -2 | -7
O=C(NCCOc1ccc(F)cc1)NCc1ccc(Cl)cc1 | -20 | -22
O=C(Cc1nc(-c2ccccn2)n[nH]1)Nc1ccc(F)cc1F | -17 | 97*
CC1(C)Cc2ccccc2C(CC2=NC(C)(C)Cc3ccccc32)=N1 | -2 | -5
O=C1CN(C(=O)/C=C/c2ccccc2)C(c2ccc(F)cc2)c2cc(F)ccc2N1 (configuration not stated) | 0 | 29
FC(F)(F)Oc1ccc(C=Cc2nc(-c3cccs3)no2)cc1 | 4 | .
O=C(c1cccc(F)c1)N1CCCC2(C1)NC(=O)N(Cc1ccc(Cl)cc1)C2=O (configuration not stated) | -4 | 7

Five entries from above, reformatted:
Results follow in this order: Pf apPOL block, mHTT-CaM PPI inh
- Cc1ccc(C(=O)NCc2ccc3c(c2)nnn3C)c(C)c1
→ 3, -11
- CCN1CCn2cc(C(=O)N3CCN(c4ccccn4)CC3)nc2C1
→ -4, 9
- O=C(Cc1ccccc1)N1CCN(C(=O)c2ccc(-c3ccccc3)cc2)CC1
→ -8, 25
- O=C(Nc1ccc(C(F)(F)F)cc1)c1cn2c(n1)CCCC2
→ -17, 6
- Cc1ccc(/C=C2/N=C(c3ccccc3)OC2=O)cc1[N+](=O)[O-]
→ 9, 16

Next part.
SMILES | Pf apPOL block | mHTT-CaM PPI inh
COc1ccccc1CC(=O)N1CCCn2nc(-c3ccc(C)cc3)cc2C1 | -10 | 38
O=C(CN(c1cccc([N+](=O)[O-])c1)S(=O)(=O)c1ccccc1)NC1CCCCC1O (configuration not stated) | -1 | -1
O=C(CSc1cn(CCNC(=O)c2cccs2)c2ccccc12)Nc1ccccc1F | 0 | 3
CC(C)C(=O)NC(c1ccco1)c1cc(Cl)c2cccnc2c1O (configuration not stated) | -7 | 28
COc1cccc(CCc2nc(-c3ccc(=O)[nH]c3)no2)c1 | 4 | -5
CCOC(=O)Nc1c(C)noc1C | 0 | .
O=C(NCc1nnnn1-c1ccc(Cl)cc1)c1c(F)cccc1F | -2 | -8
